From PubChem
GPR7 antagonist: GPR7 receptor antagonists, primary screen, cell-based, fluorescence, single concentration; Neuropeptides B/W receptor type 1 (Homo sapiens), P48145; GPR7-expressing cells, fluorescence antagonist assay; inhibition, % at 4.4 µM; 290,000 compounds, 1.1% hits; in the data active means inhibition above about 16%, passing the limit was not always enough;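 further: cells stimulated with the agonist NPW; 0% = agonist with vehicle and 100% = vehicle without agonist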
Target sequence (P48145 whole entry, looked up): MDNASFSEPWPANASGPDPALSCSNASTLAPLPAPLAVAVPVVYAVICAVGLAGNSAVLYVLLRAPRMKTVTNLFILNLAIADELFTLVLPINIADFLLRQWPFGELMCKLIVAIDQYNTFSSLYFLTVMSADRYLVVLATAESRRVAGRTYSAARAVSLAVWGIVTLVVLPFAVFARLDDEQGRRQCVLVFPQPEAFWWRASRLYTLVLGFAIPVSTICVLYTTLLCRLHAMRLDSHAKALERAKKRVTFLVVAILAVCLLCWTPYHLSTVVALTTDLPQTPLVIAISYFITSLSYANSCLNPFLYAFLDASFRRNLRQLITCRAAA
OXTR ag: human OXTR agonists, primary screen, fluorescence, CHO-OTR cells, Fluo-8 calcium; Fluo-8 calcium fluorescence; normalized: DMSO 0%, oxytocin 100%; Oxytocin receptor (Homo sapiens), P30559; activation, % at 3 µM; 320,000 compounds, 0.32% hits;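 active means activation above the mean of all tested compounds plus 3 SD, cutoff set per screening run, cut at about 20% in these data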;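 further: peak over basal fluorescence ratio from a 100 s FLIPR kinetic read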
Target sequence (P30559 whole entry, looked up): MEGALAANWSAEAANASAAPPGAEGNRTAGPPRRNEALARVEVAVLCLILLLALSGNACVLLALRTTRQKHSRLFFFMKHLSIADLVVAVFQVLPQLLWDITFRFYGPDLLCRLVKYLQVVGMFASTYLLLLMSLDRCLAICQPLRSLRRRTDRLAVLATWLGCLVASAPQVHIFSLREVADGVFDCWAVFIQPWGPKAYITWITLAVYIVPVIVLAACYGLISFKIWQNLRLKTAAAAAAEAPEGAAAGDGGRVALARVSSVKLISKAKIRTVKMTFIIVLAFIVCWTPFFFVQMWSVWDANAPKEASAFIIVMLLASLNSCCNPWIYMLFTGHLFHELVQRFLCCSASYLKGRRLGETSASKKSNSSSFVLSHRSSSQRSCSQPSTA
V1R ag counter: agonists of human V1a receptor, primary screen, counter-screen for OXTR agonist project, fluorescence, CHO-V1R cells; Fluo-8 calcium fluorescence, agonist mode; 0% DMSO, 100% 3 nM vasopressin; activation, % at 3 µM; 320,000 compounds, 0.25% hits; AID 2797, 2010;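 active means activation above the mean activation of all tested compounds plus 3 SD, per screening run, cut at about 20% in these data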;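 further: signal is peak over basal fluorescence ratio across a 100 second FLIPR read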
MEKK2wt PB1 HTS: modulators of MEK5 binding to wildtype MEKK2, primary screen, biochemical, multiplex bead flow cytometry, Alexa488-MEK5; Alexa488-MEK5 binding to MEKK2 WT; actives lie on both sides; binding response (% of control), % at 10 µM; 290,000 compounds, 1.1% hits; AID 1531, 2009; in the data active means binding response below about 67% or above about 130%
GalR3 antagonist: GalR3 antagonists in HEK293 cells, primary screen, cell-based, fluorescence readout; HEK293 GalR3-CNG cAMP membrane potential fluorescence; galR3 body fused to GalR1 C-terminus; 360,000 compounds, 0.44% hits; inhibition, % at 3 µM;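 active means inhibition above the screen-wide average plus 3 SD, cut at about 13% in these data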;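 further: forskolin and galanin both at EC90 stimulate the cells; cAMP rise reported by CNG channel membrane potential dye signal; 0% = forskolin plus galanin with DMSO and 100% = forskolin alone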
Target sequence (O60755 1-299 limits assumed): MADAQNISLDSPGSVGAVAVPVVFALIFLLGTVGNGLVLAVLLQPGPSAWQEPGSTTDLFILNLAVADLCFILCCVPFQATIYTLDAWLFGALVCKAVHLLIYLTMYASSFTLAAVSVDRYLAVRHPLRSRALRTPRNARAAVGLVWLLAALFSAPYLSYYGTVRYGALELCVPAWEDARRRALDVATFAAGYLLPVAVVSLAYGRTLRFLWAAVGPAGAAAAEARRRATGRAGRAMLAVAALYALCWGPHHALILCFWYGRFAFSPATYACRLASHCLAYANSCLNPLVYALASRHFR
PfM18AAP inh: PfM18AAP inhibitors, malaria aminopeptidase, primary screen, biochemical, QFRET, recombinant enzyme; H-Glu-NHMec fluorogenic cleavage; 290,000 compounds, 1.2% hits; inhibition, % at 7.35 µM; M18 aspartyl aminopeptidase (Plasmodium falciparum 3D7); AID 1822, 2009;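 active means inhibition above the campaign mean inhibition over all tested compounds plus 3 SD, cut at about 28% in these data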;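 further: 0% = plate median of test compound wells and 100% = 2 mM ZnCl2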
OXTR potentiate: human OXTR potentiators, primary screen, fluorescence, CHO-OTR cells, Fluo-8 calcium. Oxytocin receptor (Homo sapiens), P30559. Fluo-8 calcium fluorescence, potentiator mode; 0% = oxytocin EC15, 100% = EC100. activation, % at 3 µM. 320,000 compounds, 0.061% hits;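 active means activation above that plate's cutoff, the mean activation of tested compounds plus 3 SD, cut at about 6.6% in these data, passing the limit was not always enough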;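 further: 100% uses oxytocin at 75 nM as the full agonist control; some results filed as inactive read as strong as hits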
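assay system = CHO-OTR cells, human receptor | schedule = compound 6 min at room temperature before oxytocin, 100 s read | detection = Fluo-8 intracellular calcium fluorescence, ex 470-495, em 515-575 nm | evaluation = normalized max/min fluorescence ratio, % activation | control set = EC15 oxytocin alone as 0%, 75 nM oxytocin (EC100) as 100%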
NALP1 yeast inh: NALP1 inflammasome inhibitors in reconstituted yeast, colorimetric, S. cerevisiae, triplicate retest. S. cerevisiae NALP1/ASC/caspase-1 growth, X-gal OD620, 72 h. inhibition, % at 10 µM. 280,000 compounds, 0.61% hits; in the data active means inhibition mostly above about 24%, no sharp cut-off; inactive means mostly below about 32%; further: some compounds called inactive have numbers as strong as hits
MEKK2mut PB1 HTS: MEK5 binding signal on mutant MEKK2 PB1, primary screen, biochemical, multiplex bead flow cytometry, Alexa488-MEK5; percent response, % at 10 µM; 290,000 compounds, 0.35% hits; Alexa488-MEK5 binding to MEKK2 mutant; in the data active means percent response above about 24%, passing the limit was not always enough; further: inactives centre near 1; some results filed as inactive read as strong as hits
The depositor's hits bear a star; / = no result given; [ ] = dose if it differs, or a comment. No enrichment for hits, and some 4.1% of all compounds hit somewhere here.

SMILES	GPR7 antagonist	OXTR ag	V1R ag counter	MEKK2wt PB1 HTS	GalR3 antagonist	PfM18AAP inh	OXTR potentiate	NALP1 yeast inh	MEKK2mut PB1 HTS
O=C(CC1CS(=O)(=O)CC1CC(=O)Nc1ccc2c(c1)OCCO2)Nc1ccc2c(c1)OCCO2 (stereo unspecified)	-5	-0.2	-0.1	97	-3	1	-8	19	-4
CCOC(=O)C1CCN(S(=O)(=O)c2ccc(OC)c(Cl)c2)CC1	-6	0.9	2.0	104	-1	-8	-9	6	2
CCOc1ccc(N=C(NC#N)SC)cc1	-6	-1.6	0.2	103	-5	0	-5	4	2
CC1Cc2ccccc2N1S(=O)(=O)c1cccc(C(=O)NNC(=O)c2ccccc2F)c1 (stereo unspecified)	/	1.6	2.6	/	-5	/	-4	/	/
N#Cc1c(-c2ccccc2)cc(-c2ccc3c(c2)OCO3)[nH]c1=O	/	-0.8	0.2	/	-2	/	-6	/	/
COc1cccc(NC(=O)CN(C)CC(=O)Nc2cccc(C(F)(F)F)c2)c1	-5	-0.1	-0.3	106	-9	1	-2	27	3
CCN(CC)CCC(c1ccc(N(C)C)cc1)c1c(OC)cc(OC)c2c(-c3ccccc3)cc(=O)oc12 (stereo unspecified)	/	5.5	3.0	178*	-8	/	1	-1	25*
COc1ccc(CNC(=O)CN(Cc2ccccc2)C(=O)CCC(=O)Nc2ccccn2)cc1	-3	0.9	0.6	98	-6	-2	-6	15	3
CC(C(=O)NC1C=CS(=O)(=O)C1)N1C(=O)/C(=C/c2cccc(Cl)c2)SC1=S (stereo unspecified)	0	0.9	1.3	106	-6	19	-8	15	9
CCOCc1cc(CN2CCCC(CNC(=O)c3ccco3)C2)ccc1OC (stereo unspecified)	1	0.7	0.5	97	2	-2	-3	16	1
O=C(/C=C/c1cccc(Cl)c1)NCCCN1CCOCC1	-10	0.7	0.9	106	-4	3	-7	13	5
CCC(c1nnnn1C(C)(C)CC)N1CCN(c2ccccc2F)CC1 (stereo unspecified)	-1	-2.0	0.1	99	-5	12	-9	2	0
N#Cc1c2ccc([N+](=O)[O-])cc2[n+]([O-])n1-c1ccccc1	/	4.5	3.4	/	-3	/	-9	/	/
C/C(=N/NC(=O)c1ccc(Cn2cccn2)o1)c1cccc(NC(=O)c2ccncc2)c1	5	/	/	105	-3	-9	/	28	6
O=C(Nc1nnc(C2COc3ccccc3O2)o1)c1ccc(F)cc1 (stereo unspecified)	-7	-0.7	-0.8	108	3	5	-4	7	9
C[C@H](CO)N1C[C@H](C)[C@@H](CN(C)C(=O)Nc2ccc3c(c2)OCO3)Oc2ccc(NC(=O)C3CCCCC3)cc2C1=O	/	0.4	2.2	/	0	/	6	/	/
COc1ccc(CN(C(=O)Cn2nnc(-c3ccc(C)o3)n2)C(C(=O)NCC2CCCO2)c2ccco2)cc1 (stereo unspecified)	8	-0.6	-0.4	82	0	5	-2	-1	-8
Cc1noc(C)c1CSCC(=O)Nc1cc(C(F)(F)F)ccc1N1CCCCC1	/	-1.7	-0.1	/	-8	/	-6	/	/
Cc1ccccc1C(=O)N1CCC(C(=O)N2CCN(S(=O)(=O)c3ccccc3F)CC2)CC1	-4	0.4	0.1	91	-4	-12	-12	0	-8
CCNC(=S)NNC(=O)C1CCCCC1	-11	0.2	0.4	2.0*[inhibitor]	-3	11	-8	3	-16
Cn1c(N)c(C(=O)CSc2nc(N)cc(=O)[nH]2)c(=O)n(C)c1=O	-1	2.4	0.0	99	-1	-9	5	6	-4
CCCCn1c(N)c(N(Cc2ccccc2OC)C(=O)COc2ccccc2C#N)c(=O)[nH]c1=O	27*	0.7	0.1	92	-5	-2	12	17	-7
O=[N+]([O-])c1ccc(N2CCCCC2)cc1N1CCOCC1	-10	-2.5	-0.8	/	-3	1	-12	3	/
CCC(C(=O)NC1CCCC1)N(C(=O)Cn1nnc(-c2ccc(C)o2)n1)c1cccc(O)c1 (stereo unspecified)	4	1.8	7.5	97	-10	10	-9	20	-10
Cc1ccc(NC(=O)CSc2n[nH]c(-c3ccncc3)n2)cc1	4	0.6	-0.3	94	-4	1	10	-1	-7
COc1cc(C2C(C(C)=O)=C(O)C(=O)N2c2ccc(C)cc2)ccc1O (stereo unspecified)	0	2.9	1.0	98	-2	16	-8	33	3
CCCOc1ccc(/C=N/n2nnnc2N)cc1OC	-2	/	/	111	-5	-13	/	16	11
Cc1ccnc2nc(C(=O)OCC(=O)c3c[nH]c4ccccc34)nn12	-9	1.2	-0.6	101	4	-7	4	28	10
Cc1ccc(C)c(N2CCN(C(=O)c3cc(S(=O)(=O)N4CCOCC4)cn3C)CC2)c1	-3	2.2	1.9	103	/	2	-4	9	4
Cc1cccc(N(CC(=O)NCCSCc2ccccc2)S(C)(=O)=O)c1C	-6	-1.1	1.2	102	-2	-11	-14	6	6
O=C1CS/C(=N/N=C/c2ccccc2)N1c1ccc(O)cc1	-5	1.1	1.6	100	-2	-4	-7	4	0
O=S(=O)(c1ccccc1)N1CCN(Cc2cc3c(cc2Br)OCCO3)CC1	/	-1.0	1.0	/	-7	/	-3	/	/
CCOc1ccc(N2CC(=O)Nc3ccccc3NCC2=O)cc1	1	-0.6	1.6	95	-3	1	-10	-1	-2
COC(=O)c1cc(OC)c(OC)cc1NC(=O)c1ccoc1C	-7	/	/	104	/	2	/	33	0
COc1ccc(CC(C(=O)Nc2ccc(OC)cc2)c2nn[nH]n2)cc1 (stereo unspecified)	-13	0.9	1.2	99	-6	-9	0	7	2
COCC(=O)NC1CC2CCCC(C1)N2Cc1ccccc1 (stereo unspecified)	-3	0.1	0.3	107	-4	-8	-9	13	1
CCCC(=O)Nc1ccc2c(c1)C(=O)NC2=O	-7	-1.1	0.7	100	2	-1	-5	24	7
CCOC(=O)C(=O)Nc1nccs1	-2	-0.2	0.4	94	-3	6	-11	6	-8
CC1(C)CC(=O)C2=C(C1)OC(N)=C(C#N)C2c1cccc(OC(=O)c2ccco2)c1 (stereo unspecified)	-2	0.9	0.1	90	-3	7	9	28	-3
Cc1ccc(/C=N/NC(=O)c2ccccc2OCc2ccc(F)cc2)o1	2	-2.2	-1.3	91	-8	14	-6	15	-5
Cc1ccc2nc(N(CCN(C)C)C(=O)/C=C/c3cccs3)sc2c1	2	5.3	1.8	98	-6	-6	-6	56*	-1
CCn1c(/C=C/c2cc[n+](C)cc2)nc2ccccc21	-12	-0.1	0.9	100	-4	9	-3	4	1
Cc1ccc(C23CC4CC(CC(CC(=O)N5CCOCC5)(C4)C2)C3)cc1	-10	7.0	-0.8	98	-4	5	-18	-1	2
Cc1ccc(C(=O)NCC(=O)NCC(=O)OCC(=O)c2cccs2)cc1	-2	-1.1	-1.0	101	-10	-13	2	19	0
CN(C)CCNc1nc(-c2ccccc2)c2c(c1C#N)CC(C)(C)OC2	-6	1.5	1.6	105	-3	2	1	4	5
CCOc1ccc(NC(=S)N2CCC(c3ccc(C)cc3)C2)cc1 (stereo unspecified)	-3	-1.7	0.2	107	-9	-12	-2	6	4
Cc1ccc2nsnc2c1S(=O)(=O)NCc1ccncc1	-6	2.6	4.1	113	0	-3	-7	0	12
Brc1ccc(-c2cnc(-c3cccs3)o2)cc1	2	-0.4	1.4	104	-4	-7	-10	28	0
CC(NC(=O)C1CCC(=O)N1Cc1ccccc1Cl)c1ccccc1 (stereo unspecified)	-3	-0.3	-0.1	106	-9	-5	-17	6	8
O=C(NC1CCCCC1)c1cc(C(=O)c2ccccc2Br)c[nH]1	8	1.0	1.3	99	-3	1	-5	-8	-3
CCCCOC(=O)COc1ccc(Cl)cc1Cl	/	-1.6	-0.6	/	5	/	2	/	/
CCOC(=O)C1CCN(Cc2ccc(OCc3ccccc3)c(OC)c2)CC1	2	0.7	1.4	109	/	-6	-7	17	6
CCN(Cc1nc2ccccc2c(=O)[nH]1)C(=O)c1ccc(C)c(NC(=O)c2ccco2)c1	/	-0.1	0.2	/	-1	/	-2	/	/
O=C(c1ccc([N+](=O)[O-])cc1)N1CCN(c2cccc3[nH]ccc23)CC1	-7	0.0	1.5	100	1	-15	-11	3	1
O=C(Nc1ccc(F)c(Cl)c1)Nn1cnnc1	-12	0.3	0.7	97	-4	76*	12	4	4
Brc1ccc(Sc2cnc3ccccc3n2)cc1	2	-1.3	-1.3	94	0	1	-21	4	-4
C=CCN1CCc2cc(O)c(O)cc2C(c2ccccc2)C1 (stereo unspecified)	/	0.9	1.1	/	0	/	-9	/	/
COc1ccc(-c2nc(CSCC(=O)NC3CC3)c(C)o2)cc1OC	-17	0.5	0.2	100	-7	-3	-2	13	-1
COC(=O)C1CCN(Cc2cn(-c3ccccc3)nc2-c2ccc3c(c2)OCO3)CC1	-4	-0.3	0.5	108	-3	7	-1	10	0
CC(=O)Nc1ccc(CN2CCCCCC2)cc1	-6	0.6	0.3	109	1	3	4	3	12

Overlap with the part before: three entries; new compounds follow.
SMILES	GPR7 antagonist	OXTR ag	V1R ag counter	MEKK2wt PB1 HTS	GalR3 antagonist	PfM18AAP inh	OXTR potentiate	NALP1 yeast inh	MEKK2mut PB1 HTS
COc1ccc(-c2nc(CSCC(=O)NC3CC3)c(C)o2)cc1OC	-17	0.5	0.2	100	-7	-3	-2	13	-1
COC(=O)C1CCN(Cc2cn(-c3ccccc3)nc2-c2ccc3c(c2)OCO3)CC1	-4	-0.3	0.5	108	-3	7	-1	10	0
CC(=O)Nc1ccc(CN2CCCCCC2)cc1	-6	0.6	0.3	109	1	3	4	3	12
COc1ccc(CCn2c(C)cc3c(c2=O)C(c2ccncc2)C(C#N)=C(N)O3)cc1OC (stereo unspecified)	-11	/	/	99	-2	-5	/	1	-1
O=C(CSc1ccc2nnc(CCNC(=O)c3ccccc3)n2n1)NC1CCCC1	-15	0.3	0.3	97	-1	-3	-7	7	1
CC1CCc2cccc3c2N1c1cc(C#N)c(C#N)cc1O3 (stereo unspecified)	1	3.7	2.9	98	-3	-3	-2	-3	-3
O=C(NCC1CCCO1)c1sc2cc(Cl)ccc2c1Cl (stereo unspecified)	16	-2.1	1.3	111	-12	-2	-9	26	7
O=C1CC(c2ccccc2)CN1Cc1ccccc1 (stereo unspecified)	-2	-0.2	0.2	105	-5	-8	-2	44	1
O=C(CSC1=NCCS1)N1CCc2ccccc21	-11	-1.4	-1.7	108	-3	-2	-14	22	5
O=C1CC(c2ccco2)CC(O)=C1C=NCCO (stereo unspecified)	0	-0.3	0.8	105	0	8	-7	10	2
CCOC(=O)c1cnc2c(Cl)cccc2c1NCCCN1CCOCC1	-9	-0.9	-0.2	111	-2	0	-5	8	3
